# Shiga toxin inh: A qHTS for Small Molecule Inhibitors of Shiga Toxin. Vero cells, Shiga toxin protein synthesis inhibition reporter. inhibition, % at 38.7 µM. hit rate 9.2% among 290,000; in the data active = inhibition mostly above about 28%, no sharp cut-off; inactive = mostly below about 43%; also: 0% is about no effect
# HCV inh: qHTS Assay for Inhibitors of Hepatitis C Virus (HCV); hit rate 3.4% among 340,000; AID 651820, 2012; Potency, µM (highest dose often 41.8 µM), for inactives: at the highest dose activity change, negative = inhibition, most hits filed as inhibitors; Huh7.5.1 HCVcc-Cre infection, luciferase reporter, 44 h; also: potency is read from the fitted curve at half-maximal effect; % is scaled to controls: 0 for no effect and ±100 for the full control effect
#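 1,000 cells/well; 4 h culture; + compound; + HCVcc-Cre (~0.5 moi); 44 h; luciferase substrate, RT 15 min; read 15 sec.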
# Pf growth 96h: Primary qHTS for delayed death inhibitors of the malarial parasite plastid, 96 hour incubation | Potency, µM (doses to about 28.7 µM), for the others: at the highest dose activity change, negative = inhibition, most hits filed as inhibitors | hit rate 6.9% among 320,000 | P. falciparum luciferase reporter growth, 96 h; also: potency is read from the fitted curve at half-maximal effect; % is scaled to controls: 0 for no effect and ±100 for the full control effect
#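 Delayed-death screen, second-generation endpoint: infected erythrocytes, 2% hematocrit, 0.05% parasitemia final; 96 hours at 37 C, 5% CO2; luciferase detection reagent; luminescence decrease equals reduced growth.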
# Pf growth 48h: Primary qHTS for delayed death inhibitors of the malarial parasite plastid, 48 hour incubation; AID 504832, 2011; hit rate 5.9% among 310,000; P. falciparum luciferase growth in erythrocytes, 48 h; Potency, µM (top dose mostly 28.7 µM), inactives show at the top dose activity change, negative = inhibition, hits mostly inhibitors; also: potency is read from the fitted curve at half-maximal effect; % is scaled to controls: 0 for no effect and ±100 for the full control effect
#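 Read-out is firefly luciferase luminescence from an integrated reporter in P. falciparum, so falling signal marks reduced parasite growth. Infected erythrocytes were at 2% hematocrit and 0.1% parasitemia (final) in Albumax-supplemented RPMI 1640.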
# Giardia FBPA inh: qHTS Assay for Inhibitors of Fructose-1,6-bisphosphate Aldolase from Giardia Lamblia | purified Giardia FBPA | Potency, µM (doses to about 59.6 µM), for the others: at the highest dose activity, negative = inhibition, actives largely listed as inhibitors | hit rate 0.71% among 290,000; also: potency is read from the fitted curve at half-maximal effect; % is scaled to controls: 0 for no effect and ±100 for the full control effect; nearly all actives have a fitted effect of over 55% in size
# Target sequence (A8B2U2 whole entry, looked up): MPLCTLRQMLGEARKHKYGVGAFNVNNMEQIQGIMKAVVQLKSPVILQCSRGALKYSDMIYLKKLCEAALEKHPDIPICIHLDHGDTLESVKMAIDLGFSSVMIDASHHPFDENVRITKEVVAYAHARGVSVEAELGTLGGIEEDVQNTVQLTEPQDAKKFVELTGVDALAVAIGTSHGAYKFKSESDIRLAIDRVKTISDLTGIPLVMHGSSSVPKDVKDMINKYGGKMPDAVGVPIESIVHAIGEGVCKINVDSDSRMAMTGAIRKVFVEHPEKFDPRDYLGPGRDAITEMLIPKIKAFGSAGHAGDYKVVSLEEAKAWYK
#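 Giardia FBPA (40 nM reagent) was preincubated 10 min at RT with compound (up to 57.5 uM final), then substrate plus GAPDH/TPI/NAD/arsenate coupling system with diaphorase/resazurin was added; resorufin fluorescence (525/598 nm) was read after 20 min.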
# CHX counter: Cycloheximide Counterscreen for Small Molecule Inhibitors of Shiga Toxin; cell reporter, cycloheximide protein synthesis inhibition counterscreen; max response, %; hit rate 12% among 300,000; in the data active = max response mostly above about 13%, no sharp cut-off; inactive = mostly below about 14%; also: read at 38.3 µM for the half of the compounds with a filed dose; 0% is about no effect
# The depositor's hits bear a star; i = inactive; ? = inconclusive; . = not tested or not shown; [ ] = remark or other dose. Unless noted, calls follow the shape of the dose curve; as a rule, active = well fitted curve in the direction sought with a large enough effect; inconclusive = small, poorly fitted or top-dose-only effect, or another doubt; inactive = no such curve, though single readings can be large; an effect the other way counts as inactive or inconclusive.
SMILES,Shiga toxin inh,HCV inh,Pf growth 96h,Pf growth 48h,Giardia FBPA inh,CHX counter
COc1nc2c(c(-c3cc(Br)cs3)c1C#N)Cc1ccccc1-2,-8,-6%,-29%,170%[activator],6%,-3
COc1ccc(CC(=O)Nc2nc(-c3ccc(F)c(F)c3)cs2)cc1,-9,?,-1%,-11%,0%,-7
CSCC[C@H](N)C(=O)N1CCC(C(=O)N[C@H](C)C(=O)NC(C)c2ccccc2)CC1 (stereo partly specified),4,-12%,38%[activator],?,0%,-4
O=C(O)/C=C/C(=O)NNc1ccc([N+](=O)[O-])cc1,0,-1%,-17%,-3%,-1%,10
Cc1ccccc1NC(=S)N(CCN(C)C)C(C)c1ccccn1 (stereo unspecified),-11,-2%,16%,.,9%,-1
CC(=O)Nc1ccc(S(=O)(=O)NCc2nc(-c3ccccc3C)no2)cc1,16,-9%,-7%,7%,1%,-5
c1ccc(-n2nnnc2Sc2n[nH]c(-c3ccncc3)n2)cc1,-8,3%,.,-4%,-15%,-1
CCCCC1=CC2=C(c3ccco3)C(=O)C(C)(OC(=O)c3ccc(OC)cc3)C(=O)C2=CN1C1CCCCC1 (stereo unspecified),3,7%,-11%,?,?,-5
CC1CCCN(C(=O)CCCn2c(=S)[nH]c3ccccc3c2=O)C1 (stereo unspecified),-3,-6%,.,.,-19%,-8
O=C(NC1CCCC1)c1cc(-c2cccs2)on1,182*,-6%,51%[activator],260%[activator],-4%,57*
O=C(Nc1ccc(Cl)cc1)C1CC=CCC1C(=O)OCC(F)(F)C(F)F (stereo unspecified),0,12%,-11%,-10%,-9%,1
COc1cc(O)sc1C=Nc1ccc(Cl)cc1Cl,12,1%,0%,32%,3%,14

# Another view of some results above.
Molecule | Shiga toxin inh | HCV inh | Pf growth 96h | Pf growth 48h | Giardia FBPA inh | CHX counter
COc1ccc(CC(=O)Nc2nc(-c3ccc(F)c(F)c3)cs2)cc1 | -9 | ? | -1% | -11% | 0% | -7
CC1CCCN(C(=O)CCCn2c(=S)[nH]c3ccccc3c2=O)C1 (stereo unspecified) | -3 | -6% | . | . | -19% | -8
O=C(Nc1ccc(Cl)cc1)C1CC=CCC1C(=O)OCC(F)(F)C(F)F (stereo unspecified) | 0 | 12% | -11% | -10% | -9% | 1
O=C(O)/C=C/C(=O)NNc1ccc([N+](=O)[O-])cc1 | 0 | -1% | -17% | -3% | -1% | 10
CCCCC1=CC2=C(c3ccco3)C(=O)C(C)(OC(=O)c3ccc(OC)cc3)C(=O)C2=CN1C1CCCCC1 (stereo unspecified) | 3 | 7% | -11% | ? | ? | -5
c1ccc(-n2nnnc2Sc2n[nH]c(-c3ccncc3)n2)cc1 | -8 | 3% | . | -4% | -15% | -1

# (continued)
SMILES,Shiga toxin inh,HCV inh,Pf growth 96h,Pf growth 48h,Giardia FBPA inh,CHX counter
OCCCNc1nc(-c2ccc(Cl)cc2)nnc1-c1ccccc1,22,-16%,3.7µM*,?,-1%,20*
COc1ccc(-c2noc(CCCOc3ccc(Cl)cc3Cl)n2)cc1,-10,3%,15%,56%[activator],-2%,-1
COc1ccc(N2C(=O)/C(=C3/C=CC=CN3C)SC2=S)cc1,31,10%,4%,18%,-8%,7
COc1ccccc1-n1c(C)nc2cc(C(=O)NCC3CCCO3)ccc21 (stereo unspecified),18,10%,-23%,4%,.,2
CN1CCCN(S(=O)(=O)c2cccc(C#N)c2)CC1,-4,12%,-8%,33%[activator],-18%,5
Cc1ccc(S(=O)(=O)N[C@@H](CCCCN)C(=O)CCl)cc1,.,?,12µM*,?,-2%,.
CC(NC(=O)CSC(=S)N1CCCC1)c1ccc(S(N)(=O)=O)cc1 (stereo unspecified),.,8%,?,11%,.,.
O=C(Nc1ccc2c(c1)OCO2)OCc1ccccc1,81*,-4%,.,226%[activator],0%,25*
COCCNC(=O)/C(C#N)=C/c1nc(N(C)C)n(-c2ccc(F)cc2)c1Cl,22,?,?,?,-15%,6
CC(C)[C@H](NC(=O)c1ccco1)C(=O)OCC(=O)Nc1ccccc1OC(F)F,-1,-13%,-9%,-22%,7%,4
C=CCSc1nnc(NC(=O)CSc2nc3ccccc3[nH]2)s1,15,19%,-4%,-1%,8%,10
Cc1ccc(N(CC(=O)NCC2CCCO2)C(=O)CCC(=O)Nc2ccccn2)cc1 (stereo unspecified),11,5%,0.59µM*,-7%,1%,-7
COc1ccccc1/C=C1\NC(=S)N(CC2CCCO2)C1=O (stereo unspecified),40,-17%,7%,.,-11%,27*
Cn1c(=NC(=O)c2ccco2)sc2cccc(F)c21,102*,-15%,406%[activator],.,0%,73*
CCc1ccc(C(=O)C[n+]2cccc3cc(OC)ccc32)cc1,-5,?,0%,?,1%,2
COc1ccc(-c2nnc(SCC(=O)O)n2C)cc1OC,-5,18%,?,43%[activator],2%,1
O=C(NCCCn1ccnc1)C(Cc1ccc([N+](=O)[O-])cc1)N1C(=O)c2ccccc2C1=O (stereo unspecified),2,-18%,?,2%,2%,-1
COc1ccc2[nH]c(=O)c(CN(Cc3ccccc3)Cc3nnnn3CC3CCCO3)cc2c1 (stereo unspecified),-10,-1%,6%[5.75 µM],0%,1%,0
Cc1[nH]n(-c2ccccc2)c(=O)c1-c1cccc(Cl)c1,-17,-3%,1.5µM*,1.7µM*,-7%,2
CCc1[nH]nc2c1C1(C(=O)N(Cc3ccccc3)c3ccccc31)C(C#N)=C(N)O2 (stereo unspecified),-9,3%,11%,-26%,-7%,-3
COc1ccc(/C=N/NC(=S)Nc2ccccc2)cc1COc1ccc(F)cc1F,17,?,?,?,8%,2
O=C(c1cccc([N+](=O)[O-])c1)N(c1ccccn1)c1ccccn1,-3,21%,47%[activator],24%,9%,0
COCCNC(=O)c1ccccc1NC(=O)CSc1ccc(C)cc1,2,1%,-81%,-11%,-6%,-3
COC(=O)c1ccc2c(=O)n(CCN3CCOCC3)c(SCC(=O)Nc3ccc(OC)cc3OC)nc2c1,20,7%,?,3%,11%,0
COc1cc2c(cc1O)CCN(C(=O)CSc1nncn1C)[C@@H]2C,.,20%,24%,44%[activator],.,.
Cc1ccc(/C=C(\C#N)C(=O)Nc2c(C)cccc2C)s1,-19,-19%,7.4µM*,.,0%,-1
O=C(Cn1nc(Cc2cccnc2)c2ccccc2c1=O)NCC1COc2ccccc2O1 (stereo unspecified),-3,-22%,?,.,0%,-5
COc1ccc(S(=O)(=O)N2CCN(CC(O)COc3ccc(CC#N)cc3)CC2)cc1OC (stereo unspecified),25,16%,?,-20%,-17%,-10
CCn1c(=S)[nH]c2sc3c(c2c1=O)CCCCC3,29,-20%,?,?,27%,-1
COc1ccc2c(c1)c(=O)cc(C)n2CC(=O)NCc1ccco1,0,-22%,?,-2%,-2%,-2
Nc1cc(N)nc(SCC(=O)N2CCc3ccccc32)n1,58*,7%,?,.,0%,30*
COc1cccc(/C(C#N)=C/c2c(-c3ccc(Cl)cc3)nc3c(C)cccn23)c1,5,11µM*,?,1.3µM*,-2%,-1
Cc1ccc(C(=O)N/C(=C\c2ccco2)C(=O)NCCN2CCOCC2)cc1,2,3%,32%[activator],25%,-12%,-5
NS(=O)(=O)c1ccc(-c2ccc(/C=C3\C(=O)Nc4cc(Cl)ccc43)o2)cc1,-3,-25%,-21%,-10%,-1%,3
O=C(NN1C(=O)c2ccccc2C1=O)C1CCCCC1,-2,-28%,?,?,-2%,-3
COc1ccccc1Nc1nc2ccc(C)cc2cc1C#N,17,?,24%,25%,0%,-2
CCc1ccc(OCC(=O)Oc2ccc([N+](=O)[O-])cc2)cc1,.,23%,53%[activator],43%[activator],12%,-2
CN(C)c1ccc(C=Nc2cnn(C)c2C(N)=O)cc1,90*,18%,?,40%[activator],-23%,39*
COc1ccc(NC(=S)N2CCN(S(=O)(=O)c3ccccc3)CC2)cc1,-8,12%,10µM*,9%,.,8
CC(=O)Nc1ccc(S(=O)(=O)NC(C)C(=O)OCC(=O)NC2CCCC2)cc1 (stereo unspecified),-1,4%,41%[activator],3%,4%,-2
CCN(C(=O)COC(=O)c1ccc(S(=O)(=O)N2CCCc3ccccc32)cc1)C1CCS(=O)(=O)C1 (stereo unspecified),15,12%,-40%[5.75 µM],-20%,-2%,3
Cc1occc1-c1nnc(SCC(N)=O)o1,35,13%,?,22%,3%,14
O=C(CCC(=O)Nc1cc(C(F)(F)F)ccc1Cl)N/N=C\c1cc([N+](=O)[O-])ccc1O,-6,-2%,266%[activator],13µM*,1%,-3
CCOc1ccc(N2CC(C(=O)Nc3cccc(C(=O)NC4CC4)c3)CC2=O)cc1 (stereo unspecified),.,5%,-27%,?,.,.
CCN(CCCCCN(C)C)Cc1cc2ccccc2o1,8,?,5.2µM*,10µM*,-6%,3
CCCn1nnc(NC(=O)c2ccc([N+](=O)[O-])cc2Cl)n1,62*,11%,-17%,91%[activator],0%,24*
C=CCNc1nnc(C)c2ccccc12,-4,0%,22%,4%,?,-2
CCOC(=O)CSc1nnc(CNC(=O)c2ccc(OC)cc2)n1C1CCCCC1,-10,4%,-9%,14%,-1%,5

# Of the compounds above, 2 have a COOH group:
SMILES,Shiga toxin inh,HCV inh,Pf growth 96h,Pf growth 48h,Giardia FBPA inh,CHX counter
O=C(O)/C=C/C(=O)NNc1ccc([N+](=O)[O-])cc1,0,-1%,-17%,-3%,-1%,10
COc1ccc(-c2nnc(SCC(=O)O)n2C)cc1OC,-5,18%,?,43%[activator],2%,1

# Carrying on:
SMILES,Shiga toxin inh,HCV inh,Pf growth 96h,Pf growth 48h,Giardia FBPA inh,CHX counter
CCOC(=O)c1cnn(-c2cc(C)nc3c(-c4ccc(Cl)cc4)c(C)nn23)c1N,17,.,31%,2%,0%,1
C=C(C)c1cccc(C(C)(C)NC(=O)Nc2ccccc2OCC)c1,-4,-2%,?,-15%,8%,-2
c1ccn(-c2ccc(-c3ccn[nH]3)cc2)c1,91*,?,i,363%[activator],0%,37*
CCN1CCN(C(C(=O)NC2CCCC2)c2ccc(Cl)cc2)CC1 (stereo unspecified),0,3%,12µM*,.,0%,0
C=CCNC(=O)C1CC(=O)N(c2ccc(OCc3ccc(F)cc3)cc2)C1 (stereo unspecified),72*,-6%,12µM*,156%[activator],6%,47*
CS(=O)(=O)c1ccc(-c2csc(-c3cccnc3)n2)cc1,54,-9%,-16%,.,-6%,39*
CCC(CC)C(=O)c1c[nH]c(C(=O)NCc2ccncc2)c1,-9,-25%,-23%,?,1%,-8
CCc1cc(=O)oc2c(CN3CCN(C)CC3)c(O)c(Cl)cc12,-10,14%,25%,.,-10%,-6
CCCCn1c(N)c(N(Cc2ccccc2OC)C(=O)COc2ccc(C)cc2)c(=O)[nH]c1=O,.,20%,-3%,?,.,.
CC(=O)N1CC[C@@H]2CC(=O)CC[C@@H]21,i,.,.,.,0%[136 µM],1
CN1CCN(C(=S)Nc2ccc(Cl)cc2)CC1,3,-5%,16%,6%,1%,-3
c1ccc(CCN2CCN=C2Nc2ccccc2)cc1,-3,-15%,-13%,-3%,2%,-2
CCOC(=O)N1CCC(Nc2c(Nc3cccc(CC)c3)c(=O)c2=O)CC1,-20,?,?,10µM*,-7%,4
O=C(COC(=O)C1CCC(=O)N1)Nc1ccc(Br)cc1 (stereo unspecified),-5,2%,36%[activator],16%,4%,-1
CSC1=NC(C(Cl)(Cl)Cl)N=C(c2ccccc2)N1 (stereo unspecified),-2,-20%,6%,?,3%,-8
CC(=O)c1cccc(NC(=O)CCS(=O)(=O)c2cc3c(cc2C)NC(=O)CO3)c1,-3,-2%,?,20%,.,7
CCc1c(C)nc2cc(-c3cc(OC)cc(OC)c3)nn2c1N1CCN(CCN2CCOCC2)CC1,-12,?,37%[activator],1.3µM*,0%,-2

# Screening results deposited in PubChem by National Center for Advancing Translational Sciences (NCATS).

# No enrichment for hits; overall some 24% were active at least once.
